UPR XBP1 act: adaptive UPR (XBP1) activation. activation, % at 20 µM. actives 0.33% (n = 330,000). CHO-XBP1 luciferase reporter, IRE1-XBP1 UPR activation, luminescence; percent of tunicamycin response, DMSO as zero;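 active = versus positive control, 20 µM dose yields 30% or more activation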;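 also: 100% = tunicamycin at 10 µg/mL and 0% = DMSO only wells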
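Material: CHO cell line with stable XBP1 luciferase reporter; buffer or medium: F12 medium containing 10% fetal bovine serum; compound: single point, 20 µM final compound, 1% DMSO; incubation: 6 h treatment, 37 °C; measured by: glow luminescence from Steady-Glo reagent; evaluation: activation, % of tunicamycin; control set: tunicamycin high, DMSO low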
tim23-1 inh: growth inhibitors of tim23-1 mutant yeast. S. cerevisiae tim23-1 growth, BacTiter-Glo luminescence, 24 h. inhibition, % at 20 µM. actives 1.3% (n = 330,000). AID 463212;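 active = growth inhibition of the mutant yeast at or above 50%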;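 also: temperature-sensitive mutant grown at 25 °C; plate controls were DMSO-treated mutant yeast for no effect and medium wells lacking yeast for full effect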
UPR CHOP act: activators of apoptotic arm of unfolded protein response (CHOP); CHO-CHOP luciferase reporter, UPR activation, luminescence; percent of tunicamycin response over DMSO baseline; activation, % at 10 µM; actives 0.34% (n = 330,000); AID 449763;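 active = at 10 µM dose, activation of 40% or more, normalized to positive control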;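 also: 100% = tunicamycin at 10 µg/mL and 0% = DMSO alone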
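System: CHO CHOP reporter cells. Amount: 500 cells per well. Buffer or medium: F12 medium, 10% FBS. Compound dosing: one dose, 10 µM in 0.5% DMSO. Incubation: 6 h compound exposure at 37 °C after overnight seeding. Technique: Steady-Glo luciferase luminescence. Benchmarks: tunicamycin and DMSO controls.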
Mdm2 MdmX PPI: inhibitors of human Mdm2/MdmX interaction; O15151+Q00987; SaOS-2 split-luciferase Mdm2/MdmX complementation, luminescence; inhibition, % at 8 µM; actives 3% (n = 330,000); AID 485346;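 active = inhibition of at least 50% at 8 µM in the primary screen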
Target sequence (O15151 whole entry, looked up): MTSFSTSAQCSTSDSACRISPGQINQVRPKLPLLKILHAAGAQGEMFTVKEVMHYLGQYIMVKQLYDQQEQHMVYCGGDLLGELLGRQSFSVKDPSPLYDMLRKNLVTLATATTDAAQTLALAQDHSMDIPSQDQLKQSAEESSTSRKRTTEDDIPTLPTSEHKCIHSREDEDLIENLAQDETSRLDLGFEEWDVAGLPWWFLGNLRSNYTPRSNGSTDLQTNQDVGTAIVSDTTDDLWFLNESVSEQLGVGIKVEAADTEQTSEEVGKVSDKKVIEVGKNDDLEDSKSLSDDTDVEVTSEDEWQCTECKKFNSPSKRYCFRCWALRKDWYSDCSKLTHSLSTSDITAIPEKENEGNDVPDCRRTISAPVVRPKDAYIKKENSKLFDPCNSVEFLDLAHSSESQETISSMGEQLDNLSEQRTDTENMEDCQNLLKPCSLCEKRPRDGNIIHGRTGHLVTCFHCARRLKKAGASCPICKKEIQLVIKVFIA
Target sequence (Q00987 whole entry, looked up): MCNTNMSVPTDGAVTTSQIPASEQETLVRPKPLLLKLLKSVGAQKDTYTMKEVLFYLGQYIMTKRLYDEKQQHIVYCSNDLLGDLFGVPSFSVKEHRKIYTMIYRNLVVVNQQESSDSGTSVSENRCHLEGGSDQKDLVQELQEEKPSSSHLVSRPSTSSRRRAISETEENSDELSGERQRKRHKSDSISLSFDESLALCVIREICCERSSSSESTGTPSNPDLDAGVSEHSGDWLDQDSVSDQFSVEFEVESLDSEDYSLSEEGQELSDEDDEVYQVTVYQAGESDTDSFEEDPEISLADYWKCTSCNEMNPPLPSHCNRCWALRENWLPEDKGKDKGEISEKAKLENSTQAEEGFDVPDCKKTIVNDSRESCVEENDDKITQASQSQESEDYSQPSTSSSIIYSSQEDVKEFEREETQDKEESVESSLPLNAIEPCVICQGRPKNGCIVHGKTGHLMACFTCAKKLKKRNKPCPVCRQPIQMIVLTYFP
APJ antag: blocks the human apelin receptor APJ. P35414. CHO-K1 APJ beta-arrestin complementation, luminescence. inhibition, % at 20 µM. actives 0.32% (n = 330,000). AID 2521;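 active = inhibition above about 40% at 20 µM, limit read from the data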;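 also: cells challenged with 10 nM apelin-13 agonist together with compound; plate controls were apelin-13 plus DMSO wells for no effect and DMSO wells lacking apelin-13 for full effect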
697 NFkB inh: lowers PMA/ionomycin-induced NF-kB signal in 697 B cells. 697 B-cell NF-kB luciferase reporter, 16 h. inhibition, % at 4 µM. actives 0.33% (n = 330,000). AID 435022; in the data active = inhibition above about 35%
Jurkat NFkB inh: inhibitors of the PMA/ionomycin-induced NF-kB reporter in Jurkat cells | PMA/ionomycin-induced NF-kB luciferase reporter, luminescence | inhibition, % at 4 µM | actives 0.53% (n = 330,000); in the data active = inhibition above about 50%
APJ ag: agonists of human APJ apelin receptor; P35414; CHO-K1 APJ PathHunter beta-arrestin, luminescence; 0% DMSO wells, 100% apelin; activation, % at 20 µM; actives 0.11% (n = 330,000); AID 2520;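 active = activation more than six SD over the plate average, tested at 20 µM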;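 also: 0% = DMSO alone and 100% = apelin-13 at 10 nM; some results filed as inactive read as strong as hits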
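Material: CHO-K1 APJ beta-arrestin complementation cell line; Input: cell density 1000 per well; Incubation: compound stimulation 90 min at 25 °C, detection 60 min; Signal: luminescence from split beta-galactosidase complementation, Galacton Star/Emerald II substrate; Controls: DMSO-only wells as negative, 10 nM Apelin-13 as positive control.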
* hit, by the source's call. This is a random part of the collection. About 5% of those tested had a hit in this group.

Preview, 5 compounds:
SMILES	UPR XBP1 act	tim23-1 inh	UPR CHOP act	Mdm2 MdmX PPI	APJ antag	697 NFkB inh	Jurkat NFkB inh	APJ ag
Cc1c(C(=O)NCc2ccc3c(c2)cc(C)n3C)cccc1[N+](=O)[O-]	-5	-3	-0.8	-21	13	0	14	-7
CC(C)(C)c1nc(CN2CCOCC2)ccc1O	0	-5	0.1	13	1	6	7	-3
O=C(NC1CCN(Cc2ccc(F)cc2)CC1)c1ccccc1	-3	8	1.5	-12	-4	-27	-7	-5
O=C(O)c1ccc(-c2nc(-c3ccccc3)cs2)cc1	1	9	7.3	-6	-2	-124	-44	-3
Cc1ccc(S(=O)(=O)CC2CSc3nnc(C)c(=O)n32)cc1 (stereo not given)	-2	-4	0.5	-5	3	2	-3	1

The listing, previewed entries included:
SMILES	UPR XBP1 act	tim23-1 inh	UPR CHOP act	Mdm2 MdmX PPI	APJ antag	697 NFkB inh	Jurkat NFkB inh	APJ ag
Cc1c(C(=O)NCc2ccc3c(c2)cc(C)n3C)cccc1[N+](=O)[O-]	-5	-3	-0.8	-21	13	0	14	-7
CC(C)(C)c1nc(CN2CCOCC2)ccc1O	0	-5	0.1	13	1	6	7	-3
O=C(NC1CCN(Cc2ccc(F)cc2)CC1)c1ccccc1	-3	8	1.5	-12	-4	-27	-7	-5
O=C(O)c1ccc(-c2nc(-c3ccccc3)cs2)cc1	1	9	7.3	-6	-2	-124	-44	-3
Cc1ccc(S(=O)(=O)CC2CSc3nnc(C)c(=O)n32)cc1 (stereo not given)	-2	-4	0.5	-5	3	2	-3	1
Cc1c(Cl)cccc1NC(=S)N1CCN(Cc2ccccc2)CC1	-1	12	1.7	-6	-23	-3	-4	1
COc1cc2[nH]cc(C(=O)NCc3ccccc3)c(=O)c2cc1OC	0	0	-0.5	17	0	25	-13	4
CCOC(=O)C1(CCOC)CCN(Cc2ccc3nonc3c2)CC1	-2	1	-0.7	12	3	-11	-7	-1
CC(=O)c1sc(NC(=O)c2ccc(F)cc2)nc1-c1ccccc1	5	7	5.5	-55	17	-57	-7	-2
CCC(C)n1c(=O)c2sccc2n2c(CCCC(=O)N3CCC(C(N)=O)CC3)nnc12 (stereo not given)	-1	17	-1.8	-2	-14	-11	-3	-1
Cc1nn(-c2nnc(C)c(=O)[nH]2)c(C)c1SCC(=O)Nc1ccc(C(C)C)cc1	-2	21	-0.6	14	-11	6	-17	-2
CCCCOc1ccc(CSC(CC(=O)O)C(=O)O)cc1 (stereo not given)	-2	4	-1.2	3	14	12	9	1
O=C(O)c1ccccc1C(=O)OCCc1cc2ccccc2c(=O)o1	0	5	5.3	4	17	-5	2	-2
CC1=NN(c2ccccc2)C(=O)/C1=C\c1cc(C)n(C)c1C	4	8	3.5	-15	16	5	4	-2
CCc1ccc(N2CN(Cc3cccnc3)CNC2=S)cc1	1	22	2.2	20	-9	-10	1	1
COc1cc(C2=NOC(C(=O)Nc3ccc(C)cc3)C2)cc(OC)c1OC (stereo not given)	0	14	-0.1	0	22	15	-2	-6
CN(C)S(=O)(=O)c1cccc(-c2nn(-c3ccccc3)cc2/C=C(\C#N)c2nc3ccccc3[nH]2)c1	1	13	2.0	14	-13	1	-2	-2
Cc1ccc(NC(=O)[C@@H]2CCCN2S(=O)(=O)c2ccccc2F)cc1S(=O)(=O)N1CCOCC1	-1	0	0.2	-7	-8	11	-3	-2
CCOC(=O)c1c(C)[nH]c(NC(=O)N2CCOCC2)c1C	-1	6	-0.4	18	7	-14	13	0
Cc1ccc(C)c(NC(=O)CN2C(=O)CNC2=O)c1	0	4	0.3	-1	-10	0	-4	-3
CN(C(=O)COC(=O)c1ccc2ccccc2n1)C1CCS(=O)(=O)C1 (stereo not given)	-4	-1	-2.3	36	-6	-8	-4	-3
CC(C)(C)n1nnc(CCc2nnn(C(C)(C)C)n2)n1	0	0	-1.4	14	-8	4	-5	-5
Cc1cc(C)nc(NC(=O)c2ccc(C)c(C)c2)n1	-2	20	1.8	20	-5	-2	-7	0
COc1cc(C(=O)OCc2cc(=O)c(O)co2)ccc1OC(F)F	0	14	0.9	-2	7	6	-7	-1
Cc1ccccc1OCC(=O)Nc1ccc(S(=O)(=O)N2CCCC2)cc1	-6	23	0.1	15	-17	-7	9	0
CC(C)N(c1ccccc1)c1ncnc(NCCC(=O)O)c1[N+](=O)[O-]	1	5	3.4	-2	11	3	-3	-3
O=C(CN(C(=O)CNC(=O)c1ccco1)c1ccc2c(c1)OCCO2)NC1CCCCC1	-5	7	-0.6	14	10	2	-6	-3
NNC(=O)C1SCCN1S(=O)(=O)c1ccc(Cl)cc1 (stereo not given)	-2	11	-0.2	29	18	23	13	-3
CC(C)CCC(C)NC(=O)C1CCN(S(=O)(=O)/C=C/c2ccccc2)CC1 (stereo not given)	-2	1	-1.2	-18	-17	2	-6	1
Cc1cc(C)cc(OCC(=O)Nc2nonc2NC(=O)COc2cc(C)cc(C)c2)c1	2	-19	0.5	22	-1	-4	-5	1
CCOc1ccc2[nH]c3c(N4CCc5ccccc5C4)ncnc3c2c1	6	45	5.4	57*	0	-24	52*	-1
CCN1CCN(CC(=O)NC2CCCC2)C(=O)C1=O	2	-11	1.6	-18	-63	10	7	-3
COc1cc(NC(=O)c2cc(S(=O)(=O)N3CCCCC3)ccc2N2CCOCC2)cc(OC)c1	-1	6	0.9	13	13	17	13	-7
CCOc1cc2[nH]c(=S)n(CCC(=O)N3CCc4ccccc4C3)c(=O)c2cc1OCC	-3	0	-0.4	2	-11	0	-2	53*
O=C(NCc1ccco1)C1CCC(N2C(=O)c3ccccc3C2=O)CC1 (stereo not given)	2	5	-1.8	13	-6	5	2	1
Cc1ccc(OCc2nnc(SCc3ccc(C#N)cc3)n2-c2ccc(C)cc2)cc1	-2	30	1.3	34	21	-14	27	-4
COCCn1c(SCC(=O)c2ccc(CNC(C)=O)o2)nc2ccccc2c1=O	-3	15	1.9	5	6	8	2	-2
Cc1ccc(C(O)c2ccc(-n3ccnc3)cc2)cc1 (stereo not given)	-1	29	-1.7	2	8	-16	-2	-3
O=C(CCCOc1ccccc1)NC(=S)Nc1ccccc1	-2	22	2.4	-6	-5	-7	-5	-1
O=C(Cn1c(=O)c2cccn2c2ccc(F)cc21)N1CCN(c2ccc(F)cc2)CC1	-6	-10	-0.7	-17	8	22	-10	5
C=CCn1c(SCC(=O)N2CCOCC2)nc2scc(-c3ccco3)c2c1=O	-1	29	-1.9	14	-7	-13	3	0
COc1ccc(C(C)=O)cc1CN1C(=O)NC2(CCCCCCC2)C1=O	-1	10	0.9	17	20	25	14	-1
CC[n+]1c(/C=C/c2cc([N+](=O)[O-])ccc2O)ccc2ccccc21	-4	21	2.5	13	-24	-13	-21	5
Cc1ccc2nc(-c3ccccc3)cn2c1	-17	39	-11	67*	-3	-7	46	-2
Cc1cccc2c1N(C(=O)CN1C(=O)c3ccccc3C1=O)C(C)(C)c1ssc(=S)c1-2	0	24	1.3	3	-6	-1	0	-4
Cc1cc(C)c2c(N)c(C(=O)N3CCc4ccccc4C3)sc2n1	5	16	0.4	-28	19	0	-13	-6
CC1CCN(C(=O)COC(=O)/C=C/c2ccco2)CC1	3	5	2.4	-17	9	-17	11	-3
O=C1/C(=C\c2cccc(O)c2O)SC(=S)N1Cc1ccccc1	5	39	15	72*	42*	-202	9	-8
NC(=O)c1nn(CC(=O)Nc2cccc(S(=O)(=O)N3CCCC3)c2)c(=O)c2ccccc12	-3	-3	0.2	-10	-1	7	-8	-4
CCOc1ccc(C2CC(c3cccc(OC)c3)n3nc(N)nc3N2)cc1 (stereo not given)	1	-5	0.7	25	-41	1	-7	-5
Cc1ccc(C)c(S(=O)(=O)Nc2ccc(O)c(C(=O)O)c2)c1	0	5	-2.3	6	48*	17	10	0
COC(=O)c1ccccc1NC(=O)Nc1ccc(C(=O)N2CCCC2)cc1	1	2	-0.9	20	10	10	19	-4
O=S(=O)(NCc1cccs1)c1cccc(S(=O)(=O)N2CCCCC2)c1	-2	12	-1.9	17	-8	11	6	1
COc1ccc(S(=O)(=O)N(C)CC(=O)N2CCN(Cc3ccccc3)CC2)cc1C	1	14	-0.8	18	0	19	14	-2
COc1ccccc1N1CCN(C(=O)c2ccccc2SCC(=O)NCc2ccco2)CC1	-4	8	1.8	14	-25	0	8	-1
O=C(CNC(=O)c1ccccc1F)OCc1nc2ccccc2s1	0	-5	1.6	11	1	-10	-27	-1
O=C(CCN1C(=O)S/C(=C/c2ccc(F)cc2)C1=O)Nc1ccc(O)c(C(=O)O)c1	-3	25	2.8	-9	2	-44	-7	4
CCOc1ccc(C2C(C(=O)c3ccc(C)o3)=C(O)C(=O)N2CCN2CCOCC2)cc1OC (stereo not given)	2	-16	-0.3	16	14	16	13	-3
CCOc1ccc(C(=O)CSc2nnc(N)s2)cc1	-1	9	7.2	-59	14	-19	-48	1
Cc1cc(C(=O)Nc2cnn(Cc3ccc(Cl)cc3Cl)c2)no1	1	12	1.1	-7	2	-19	-13	-2
The list goes on.
SMILES	UPR XBP1 act	tim23-1 inh	UPR CHOP act	Mdm2 MdmX PPI	APJ antag	697 NFkB inh	Jurkat NFkB inh	APJ ag
O=C(OC(C(=O)Nc1ccc(Cl)cc1C(F)(F)F)c1ccccc1)c1c(Cl)cccc1Cl (stereo not given)	1	13	-1.2	-4	10	14	8	1
O=C(NCc1cccc(Br)c1)c1cc(-c2ccccc2)nn1CC1CC(c2cccc([N+](=O)[O-])c2)=NO1 (stereo not given)	-1	22	1.8	11	4	-4	0	19
COc1ccc(NS(=O)(=O)c2cn(C)nc2C)cc1	-3	10	1.8	14	12	-12	6	2
O=S(=O)(CCc1nc2ccccc2s1)c1ccc2ccccc2c1	1	22	-3.4	-7	-29	-5	-5	-4
COc1cccc(C2=NOC(C(=O)Nc3cccnc3)C2)c1 (stereo not given)	-1	15	0.1	-24	4	18	2	-2
COc1cccc(CNC(=O)CSc2ccc(-c3ccncc3)nn2)c1	-3	-9	1.6	9	-2	16	7	2
O=C(Cc1c(F)cccc1Cl)Nc1nc2ccccc2s1	-1	55*	5.2	6	3	-23	-24	-2
CCC(=O)N(CCc1ccc(OC)c(OC)c1)Cc1cc2ccc(C)cc2n2nnnc12	-1	17	-1.2	7	8	9	-6	-2
Cc1ccc(NS(=O)(=O)c2cc(C(=O)NCc3ccncc3)ccc2C)cc1	-5	7	2.7	9	-8	17	-1	18
COC(=O)CCCC[C@H]1SC[C@H]2NC(=O)N[C@]21O	-3	-2	-4.6	8	11	-4	-7	-2
Cc1nc2ccccc2c(=O)[nH]1	0	-3	-0.1	-19	-7	0	0	-4
CCc1cc(=O)oc2c3c(cc(OCC(=O)NCCC(=O)O)c12)OC(C)(C)CC3	1	-7	0.1	-6	7	15	0	-3
O=C(O)COc1ccc(/C=C2/SC(=S)N(Cc3ccccc3)C2=O)cc1	-7	24	0.0	23	12	4	-3	-4
O=C(CCC(=O)Nc1ccc(Cl)cc1)N/N=C/c1ccc2c(c1)OCO2	-4	-17	-2.4	16	12	-8	7	-2
COc1ccc(NC(=O)N2CCCC2C(=O)NCCc2ccccc2)cc1 (stereo not given)	1	16	1.5	-19	15	8	-3	-2
CC(C)(C)OC(=O)N1CCN(C(=O)c2[nH]cnc2C(=O)Nc2ccon2)CC1	0	-10	0.8	9	2	6	1	-1

Some of the entries so far, in CSV form.
SMILES,UPR XBP1 act,tim23-1 inh,UPR CHOP act,Mdm2 MdmX PPI,APJ antag,697 NFkB inh,Jurkat NFkB inh,APJ ag
CCOc1ccc2[nH]c3c(N4CCc5ccccc5C4)ncnc3c2c1,6,45,5.4,57*,0,-24,52*,-1
CCN1CCN(CC(=O)NC2CCCC2)C(=O)C1=O,2,-11,1.6,-18,-63,10,7,-3
